CatB block: human cathepsin B inhibitors, primary screen, biochemical, fluorogenic substrate. actives 0.1% (n = 63,000). inhibition, %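 (tested at 10 µM)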. purified cathepsin B, fluorescence. P07858. AID 453, 2006; in the data active = inhibition above about 21%;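 note: 0% = enzyme with no compound and 100% = no enzyme blank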
MKP-1 inh: MKP-1 phosphatase inhibitors, primary screen, biochemical, in vitro; Dual specificity protein phosphatase 1 (Homo sapiens), P28562; recombinant MKP-1, OMFP hydrolysis fluorescence; inhibition, %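 (compounds tested at a single concentration somewhere between 10 and 100 µM)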; actives 0.15% (n = 65,000); AID 374, 2006;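 active = inhibition above about 50%, limit read from the data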;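 note: 0% = DMSO max control wells and 100% = wells with enzyme stopped by NaOH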
Target sequence (P28562 whole entry, looked up): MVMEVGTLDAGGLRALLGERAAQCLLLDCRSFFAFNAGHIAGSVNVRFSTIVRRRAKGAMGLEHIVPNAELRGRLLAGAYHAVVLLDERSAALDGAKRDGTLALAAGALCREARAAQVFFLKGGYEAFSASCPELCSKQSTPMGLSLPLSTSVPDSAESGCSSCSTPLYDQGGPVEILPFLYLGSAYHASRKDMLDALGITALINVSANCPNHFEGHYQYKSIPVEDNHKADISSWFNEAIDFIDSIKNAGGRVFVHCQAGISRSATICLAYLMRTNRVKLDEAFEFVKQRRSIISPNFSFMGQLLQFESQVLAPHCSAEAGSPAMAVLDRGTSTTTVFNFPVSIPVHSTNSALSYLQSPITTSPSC
Cdc25B block: inhibitors of Cdc25B phosphatase catalytic domain, primary screen, biochemical, OMFP fluorescence; M-phase inducer phosphatase 2 (Homo sapiens), P30305; actives 0.1% (n = 65,000); AID 368, 2006; inhibition, %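 (compounds tested at 10 µM final in the well)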; recombinant Cdc25B, OMFP fluorescence Ex485/Em525; in the data active = inhibition above about 50%
Ecoli tolC: growth inhibitors of E. coli tolC mutant, primary screen, strain BW25113 ΔtolC::kan, 384-well; OD615; growth inhibition, % at 10 µM (by protocol); actives 2.2% (n = 65,000);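 active = growth inhibition at or above a cutoff equal to the mean over every tested compound plus 3 SD, cut at about 60% in these data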;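 note: growth measured after 20 h incubation at 37 °C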
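Signal: optical density read at 615 nm; Assay system: E. coli ΔtolC::kan strain BW25113; Times: 20 h incubation with compound, 37 °C; Dosing: 10 µM final, single dose.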
E coli RNAP: E. coli RNAP inhibitors, biochemical; E. coli RNA polymerase, fluorescence transcription assay; actives 0.2% (n = 62,000); AID 559, 2006; inhibition, %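 (tested at 10 µM)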; DNA-directed RNA polymerase subunit beta (Escherichia coli (strain K12)), P0A8V2; in the data active = inhibition above about 20%;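 note: 0% = enzyme without compound and 100% = no enzyme blank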
Hsp90 block: tumor Hsp90 inhibitors, primary screen, cell lysate, fluorescence polarization, NCI-N417 lysate; Heat shock protein HSP 90-alpha (Homo sapiens), P07900; Cy3B-geldanamycin FP displacement; inhibition, % at 30 µM; actives 0.35% (n = 64,000);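 active = inhibition above 50%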;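 note: 0% = tracer plus lysate wells and 100% = tracer alone without lysate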
CatB mix inh: cathepsin B inhibitors from pooled compounds, primary screen, biochemical, compound mixtures, AMC fluorescence. P07858. Purified cathepsin B, AMC dipeptide fluorescence. inhibition, %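 (ten-compound pools at 5 µM per compound and 50 µM total)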. actives 0.06% (n = 62,000). AID 488, 2006; in the data active = inhibition above about 22%, passing the limit was not always enough;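 note: 0% = enzyme without compound and 100% = no enzyme blank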
AP ELISA ortho: alternative complement pathway inhibitors, primary screen, biochemical, ELISA, human serum, orthogonally pooled compounds; LPS-coated ELISA, C3 deposition; tested in compound mixtures; actives 0.08% (n = 62,000); inhibition, % at 5 µM;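 active = inhibition above 30% in each of the two pooled mixtures holding the compound, so the lower value exceeds 30%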;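 note: 0% = serum in Mg-EGTA without compound and 100% = EDTA serum blank; some compounds past the cut are filed as inactive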
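Medium: diluted human serum in Mg2+-EGTA GVB++. Assay system: human serum complement alternative pathway, C3 deposition onto LPS. Also added: Plate-bound LPS. Technique: Anti-C3 ELISA, OD 450 nm. Measure: percent inhibition. Incubation: 1 h at 37 °C. Dosing: 5 µM each compound, pools of ten, 50 µM per pool.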
D1 mod: D1 CRE-luciferase signal change, two-sided – cell-based, HEK293 D1, dopamine EC30, D1 allosteric modulator project, primary screen | D(1A) dopamine receptor (Homo sapiens), P21728 | dopamine EC30 potentiation; actives deviate in either direction | B-score at 10 µM | actives 5.9% (n = 58,000);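 active = luminescence count or its row- and column-corrected plate score outside the 99.7% band of the plate's sample wells, on either side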
Target sequence (P21728 whole entry, looked up): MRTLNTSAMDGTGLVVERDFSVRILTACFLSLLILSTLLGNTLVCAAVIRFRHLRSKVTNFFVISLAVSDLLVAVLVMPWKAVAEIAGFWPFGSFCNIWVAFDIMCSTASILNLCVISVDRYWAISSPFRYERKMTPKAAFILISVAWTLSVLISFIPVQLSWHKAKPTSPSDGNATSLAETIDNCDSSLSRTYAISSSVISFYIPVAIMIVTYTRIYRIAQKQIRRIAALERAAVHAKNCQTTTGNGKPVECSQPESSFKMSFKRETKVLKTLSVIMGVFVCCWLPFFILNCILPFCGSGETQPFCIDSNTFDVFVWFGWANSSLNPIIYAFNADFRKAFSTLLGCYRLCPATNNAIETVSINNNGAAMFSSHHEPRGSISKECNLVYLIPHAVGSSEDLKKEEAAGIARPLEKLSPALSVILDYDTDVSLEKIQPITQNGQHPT
Numbers without * were called inactive; x = no result given. Random draw from the library; 7.6% or so of the library scored in one or more.

SMILES	CatB block	MKP-1 inh	Cdc25B block	Ecoli tolC	E coli RNAP	Hsp90 block	CatB mix inh	AP ELISA ortho	D1 mod
Cc1ccc(-c2nnc(SC(C)C#N)n2N)cc1 (stereo not drawn)	-3	11	-14	-10	8	2	5	-4	-0.33
COc1cc2c(OC)cccc2cc1C(=O)O	-3	0	-7	13	-10	0	-5	11	1
NC(=O)C1CCN(C(=O)CSCc2ccccc2Cl)CC1	2	7	-5	-16	8	3	5	4	-0.012
O=c1[nH]ncn2cccc12	2	-9	-13	-28	3	2	1	-4	x
O=C(Nc1ccncc1)c1cncc(Br)c1	3	-7	-3	-10	4	1	-4	11	0.2
CCCCNc1ncnc2c1cnn2-c1ccc(C)cc1C	7	4	-1	-3	7	-1	2	20	-1.3
Brc1ccc(Nc2c3c(nc4ncnn24)CCC3)cc1	-1	7	-7	-2	1	-6	6	15	x
CC(C)c1ccc(NC(=O)C2C3C=CC4(CN(CCCN5CCOCC5)C(=O)C24)O3)cc1 (stereo not drawn)	0	-1	9	5	-5	-3	-3	1	-0.82
COC(=O)Cc1nc2ccccc2[nH]1	4	6	2	-28	0	-3	1	9	0.25
Cc1ccc(C)c(N2CCN(C(=O)CCCOc3cc(=O)n(C)c4ccccc34)CC2)c1	-4	28	-27	24	7	-4	8	14	-1.9
O=C(NCc1ccccn1)C1CCCN(Cc2cnn(-c3ccccc3)c2-n2cccc2)C1 (stereo not drawn)	1	6	5	3	-4	-1	-6	-7	-1.4
NC(=O)C1CCN(c2nc(-c3ccccc3)nc3ccccc23)CC1	0	-1	7	-11	7	-2	6	-4	15*
O=C(O)C1CCCCC1C(=O)NCCc1ccc(Cl)cc1 (stereo not drawn)	3	-1	-5	-14	7	-1	-1	0	-0.037
O=C(O)CC1NC(=O)N(c2ccc(Cl)cc2)C1=O (stereo not drawn)	-5	-12	-10	-7	0	0	3	12	0.14
CCCCNC(=O)COC(=O)c1cc2c(C)nn(-c3ccccc3)c2s1	-4	27	-4	5	3	-6	6	24	-0.18
O=C(Cn1c(=O)oc2ccccc21)N(Cc1ccccc1)C1CCS(=O)(=O)C1 (stereo not drawn)	-2	21	-12	-6	10	0	4	1	0.017
Cc1ccc(OCC2Cn3c(nc4c3c(=O)n(C)c(=O)n4C)O2)cc1 (stereo not drawn)	-11	-9	-8	-11	8	2	5	3	x
Cc1occc1-c1nnc(SCC(=O)c2c(N)n(Cc3ccccc3)c(=O)n(C)c2=O)n1C	-9	23	-2	-10	1	-5	3	13	0.13
CCNc1nc2c(c(=O)n(Cc3ccccc3)c(=O)n2C)n1Cc1ccccc1	-2	-4	0	33	6	0	5	-7	4.4*
Cc1ccc(-n2ncc3c(NCC4CCCO4)ncnc32)c(C)c1 (stereo not drawn)	x	8	3	-2	x	-4	x	x	-0.5
Cc1[nH]c2ccccc2c(=O)c1CN(C)Cc1ccccc1	4	0	-4	-2	5	-5	6	18	-1.4
Cc1nnc(Sc2nc3ccccc3o2)c2ccccc12	3	9	-8	17	3	-3	-1	8	-0.071
CCc1nc(SCC(=O)N2CCCc3ccccc32)c2c(=O)n(C)c(=O)n(C)c2n1	2	-3	-7	-1	-1	-3	2	27	-0.43
Cc1cccn2c(=O)c3cc(C(=O)N4CCCc5ccccc54)n(C)c3nc12	4	2	-15	-9	6	-3	2	-7	-0.25
COc1cc(CN/C(C)=C(\C#N)C(N)=O)cc(OC)c1OC	2	-6	-10	-24	-5	0	-5	-3	-0.11
COc1ccc(C2/C(=C(/O)c3ccccc3)C(=O)C(=O)N2CC(C)O)c(OC)c1 (stereo not drawn)	4	-7	-12	-4	2	0	-12	18	-0.79
Cc1ccc(Cl)cc1NC(=O)CSc1nnc(C)n1-c1ccccc1	-1	-4	-3	10	8	1	9	22	-1.1
CCOC(=O)c1c(-c2ccccc2)csc1NC(=O)CSc1nnnn1C	-3	27	-12	49	3	1	3	16	0.38
CCCCNC(=O)c1cc2n(n1)C(C(F)(F)F)CC(c1ccccc1)N2 (stereo not drawn)	3	-9	-29	8	11	0	x	x	x
CCC(=O)Nc1nc2ccccc2n1Cc1ccccc1	4	-1	-4	27	3	-3	2	8	-0.04
O=c1[nH]cnc2scc(-c3ccsc3)c12	-4	9	0	-6	3	x	1	20	1.1
O=C(O)C1C2CCC(C2)C1C(=O)NCc1ccccn1 (stereo not drawn)	2	-17	-2	-5	-2	0	1	14	-0.00082
Nc1ccc(NC(=O)c2cccs2)c(Cl)c1	0	-10	8	1	-6	2	-6	-5	0.5
CCCS(=O)(=O)N1CCCC(C(=O)NCCCN2CCCC2=O)C1 (stereo not drawn)	5	-4	7	-25	4	-3	2	3	0.38
O=C(CCCc1cccs1)N1CCN(S(=O)(=O)c2ccccc2Br)CC1	-5	-1	-16	18	-1	-5	4	-15	-0.036
Cc1nc(NCCCn2ccnc2)c2ccccc2n1	0	7	-4	-14	7	-3	6	4	x
COc1ccc(S(=O)(=O)N(CC(=O)N2CCN(C)CC2)c2ccc(C)cc2)cc1OC	-5	2	-3	-16	5	0	7	10	0.0021
CCOC(=O)C1CCN(C(=O)Cc2cccs2)CC1	-2	-2	-7	-9	6	-24	7	8	0.12
Cc1ncoc1C(=O)Nc1ccc2c(c1)OCCO2	-3	24	-7	-6	8	0	-1	0	-2.8
O=C(Nc1nccs1)c1cc(N2CCOCC2)nc2ccccc12	2	26	5	3	2	2	2	23	0.17
COc1ccc(C2CC(c3ccccc3)Nc3nc(N)nn32)cc1 (stereo not drawn)	10	-8	11	17	x	2	x	x	x
Cc1ccc(NC(=O)CC2Oc3ccccc3NC2=O)c(C)c1 (stereo not drawn)	-1	2	-10	-14	0	-1	1	13	-0.093
CSc1ccc(S(=O)(=O)Nc2ccc3c(c2)OCCO3)cc1	1	-3	3	29	5	-1	-2	-1	-1.5
O=C(CN1CCN(c2ccc(F)cc2)CC1)NCC1CCCO1 (stereo not drawn)	4	-7	-1	-9	1	-4	1	-4	-0.0099
Cc1c(C(=O)OCC(C)(C)CN(C)C)oc2ccccc12	-2	-21	2	-12	5	-5	-1	-3	-2.2
O=C(CCn1c(=O)oc2ccccc21)n1c(=O)oc2ccccc21	1	27	-2	-21	7	1	3	26	-0.067
COc1ccc(C(N)CCc2ccco2)cc1 (stereo not drawn)	2	2	2	-6	-3	-13	2	19	0.044
COCCNC(=O)c1ccc(CS(=O)(=O)c2ccccc2)o1	-3	17	-5	-9	5	-2	8	14	0.31
CC(=O)Nc1nnc(-c2ccc3c(c2)CCCC3)o1	-4	0	-30	2	5	-3	6	25	-3
CCOc1ccc(-n2c(Cc3cc(=O)[nH]c(=O)[nH]3)nnc2SC(C)C(=O)OC)cc1 (stereo not drawn)	-8	13	-1	-13	1	-2	5	23	-0.0044

Some of the entries so far, with values under each structure.
Order of values – CatB block	MKP-1 inh	Cdc25B block	Ecoli tolC	E coli RNAP	Hsp90 block	CatB mix inh	AP ELISA ortho	D1 mod
- CCCS(=O)(=O)N1CCCC(C(=O)NCCCN2CCCC2=O)C1 (stereo not drawn)
  5	-4	7	-25	4	-3	2	3	0.38
- O=C(CCCc1cccs1)N1CCN(S(=O)(=O)c2ccccc2Br)CC1
  -5	-1	-16	18	-1	-5	4	-15	-0.036
- Cc1nc(NCCCn2ccnc2)c2ccccc2n1
  0	7	-4	-14	7	-3	6	4	x
- COc1ccc(S(=O)(=O)N(CC(=O)N2CCN(C)CC2)c2ccc(C)cc2)cc1OC
  -5	2	-3	-16	5	0	7	10	0.0021
- CCOC(=O)C1CCN(C(=O)Cc2cccs2)CC1
  -2	-2	-7	-9	6	-24	7	8	0.12
- Cc1ncoc1C(=O)Nc1ccc2c(c1)OCCO2
  -3	24	-7	-6	8	0	-1	0	-2.8
- O=C(Nc1nccs1)c1cc(N2CCOCC2)nc2ccccc12
  2	26	5	3	2	2	2	23	0.17
- COc1ccc(C2CC(c3ccccc3)Nc3nc(N)nn32)cc1 (stereo not drawn)
  10	-8	11	17	x	2	x	x	x
- Cc1ccc(NC(=O)CC2Oc3ccccc3NC2=O)c(C)c1 (stereo not drawn)
  -1	2	-10	-14	0	-1	1	13	-0.093
- CSc1ccc(S(=O)(=O)Nc2ccc3c(c2)OCCO3)cc1
  1	-3	3	29	5	-1	-2	-1	-1.5
- O=C(CN1CCN(c2ccc(F)cc2)CC1)NCC1CCCO1 (stereo not drawn)
  4	-7	-1	-9	1	-4	1	-4	-0.0099
- Cc1c(C(=O)OCC(C)(C)CN(C)C)oc2ccccc12
  -2	-21	2	-12	5	-5	-1	-3	-2.2
- O=C(CCn1c(=O)oc2ccccc21)n1c(=O)oc2ccccc21
  1	27	-2	-21	7	1	3	26	-0.067
- COc1ccc(C(N)CCc2ccco2)cc1 (stereo not drawn)
  2	2	2	-6	-3	-13	2	19	0.044

More entries
SMILES	CatB block	MKP-1 inh	Cdc25B block	Ecoli tolC	E coli RNAP	Hsp90 block	CatB mix inh	AP ELISA ortho	D1 mod
Cc1ccc(S(=O)(=O)C2(C(=O)NC3CCCC3)CC2)cc1	-5	0	-4	2	8	1	6	13	-0.72
Cc1ccc(OCCN2CCN(C(=O)CCC(=O)Nc3nnc(C)s3)CC2)cc1	-2	1	-7	-5	10	-2	8	1	-0.63
O=C(c1ccc2c(c1)OCO2)N1CCN(c2ccc(F)cc2)CC1	-4	-4	-10	5	4	0	3	7	-0.036
Cc1cccc(NC(=O)Nc2cc(C)on2)c1	3	12	-3	11	9	-3	-1	-1	-0.012
COc1ccc2nc(C)cc(Nc3ccc(N4CCOCC4)cc3)c2c1	-1	-22	-1	21	8	4	2	-6	-0.16
Cc1cc(=O)[nH]c(SCCOc2cccc(C(F)(F)F)c2)n1	1	10	9	21	9	-1	4	12	0.5
CN(C)/C=N/c1c(C#N)cnn1-c1nc2ccccc2s1	-4	10	-7	12	3	x	4	15	1.2
O=C(Nc1cccnc1)C1CCCN(S(=O)(=O)c2cccc3nsnc23)C1 (stereo not drawn)	-2	3	-4	11	8	-2	0	7	-0.43
O=C(Cc1ccc(Cl)cc1)Nc1ccc(-c2nnc(-c3ccco3)o2)cc1	1	19	-9	11	-2	x	0	17	-0.36
Cc1nn(C(C)C(=O)N2CCN(c3ccccn3)CC2)c(=O)c2cc3occc3n12 (stereo not drawn)	-7	5	-9	-8	6	-2	-2	-2	0.79
